# NALP1 inh: NALP1 inflammasome inhibitors in reconstituted yeast, colorimetric, S. cerevisiae, triplicate retest. AID 2071, 2009. S. cerevisiae NALP1/ASC/caspase-1 growth, X-gal OD620, 72 h. actives 0.61% (n = 280,000). inhibition, % at 10 µM; in the data active = inhibition mostly above about 24%, no sharp cut-off; inactive = mostly below about 32%; note: some compounds called inactive have numbers as strong as hits
# OXTR ag: human OXTR agonists, primary screen, fluorescence, CHO-OTR cells, Fluo-8 calcium. Oxytocin receptor (Homo sapiens), P30559. Fluo-8 calcium fluorescence; normalized: DMSO 0%, oxytocin 100%. actives 0.32% (n = 320,000). activation, % at 3 µM;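 active = activation above the mean of all tested compounds plus 3 SD, cutoff set per screening run, cut at about 20% in these data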;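 note: peak over basal fluorescence ratio from a 100 s FLIPR kinetic read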
# MEKK3 PB1 HTS: modulators of MEKK3-MEK5 PB1 binding, primary screen, biochemical, wildtype MEKK3, multiplex bead flow cytometry, Alexa488-MEK5 | Mitogen-activated protein kinase kinase kinase 3 (Homo sapiens), Q99759 | bead-based flow cytometry, Alexa488-MEK5 binding to MEKK3; actives lie on both sides; 0 = blocked by unlabeled MEK5, 100 = vehicle | binding response (% of control), % at 10 µM | actives 1.4% (n = 290,000);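 active = binding response more than 3 SD above or below the average of its plate-row segment, actives on both sides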;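 note: Alexa488 bead fluorescence after subtracting the streptavidin-only scavenger bead signal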
# Target sequence (Q99759 whole entry, looked up): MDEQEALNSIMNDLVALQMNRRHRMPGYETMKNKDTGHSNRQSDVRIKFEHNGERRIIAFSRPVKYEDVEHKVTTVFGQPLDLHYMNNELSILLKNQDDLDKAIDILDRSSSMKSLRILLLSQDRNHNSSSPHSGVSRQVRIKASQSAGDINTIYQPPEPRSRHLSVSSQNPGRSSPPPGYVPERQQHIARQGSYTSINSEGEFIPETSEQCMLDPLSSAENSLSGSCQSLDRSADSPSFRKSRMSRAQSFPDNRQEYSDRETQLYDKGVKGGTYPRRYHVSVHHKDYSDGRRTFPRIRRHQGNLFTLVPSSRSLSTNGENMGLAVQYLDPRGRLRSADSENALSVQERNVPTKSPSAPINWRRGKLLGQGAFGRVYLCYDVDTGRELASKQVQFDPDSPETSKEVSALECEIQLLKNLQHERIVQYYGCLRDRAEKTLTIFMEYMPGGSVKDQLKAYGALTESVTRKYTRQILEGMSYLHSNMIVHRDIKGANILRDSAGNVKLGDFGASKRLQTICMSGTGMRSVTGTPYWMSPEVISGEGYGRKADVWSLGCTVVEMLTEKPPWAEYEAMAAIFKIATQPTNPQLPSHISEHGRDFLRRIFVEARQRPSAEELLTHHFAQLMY
# MEKK2mut PB1 HTS: MEK5 binding signal on mutant MEKK2 PB1, primary screen, biochemical, multiplex bead flow cytometry, Alexa488-MEK5 | percent response, % at 10 µM | Alexa488-MEK5 binding to MEKK2 mutant | actives 0.35% (n = 290,000) | AID 1530, 2009; in the data active = percent response above about 24%, passing the limit was not always enough; note: inactives centre near 1; some results filed as inactive read as strong as hits; reference of the scale not given here
# GalR3 antagonist: GalR3 antagonists in HEK293 cells, primary screen, cell-based, fluorescence readout; actives 0.44% (n = 360,000); inhibition, % at 3 µM; Galanin receptor type 3 (Homo sapiens), O60755; HEK293 GalR3-CNG cAMP membrane potential fluorescence; galR3 body fused to GalR1 C-terminus; AID 651719, 2012;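 active = inhibition above the screen-wide average plus 3 SD, cut at about 13% in these data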;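 note: forskolin and galanin both at EC90 stimulate the cells; cAMP rise reported by CNG channel membrane potential dye signal; 0% = forskolin plus galanin with DMSO and 100% = forskolin alone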
# Target sequence (O60755 1-299 limits assumed): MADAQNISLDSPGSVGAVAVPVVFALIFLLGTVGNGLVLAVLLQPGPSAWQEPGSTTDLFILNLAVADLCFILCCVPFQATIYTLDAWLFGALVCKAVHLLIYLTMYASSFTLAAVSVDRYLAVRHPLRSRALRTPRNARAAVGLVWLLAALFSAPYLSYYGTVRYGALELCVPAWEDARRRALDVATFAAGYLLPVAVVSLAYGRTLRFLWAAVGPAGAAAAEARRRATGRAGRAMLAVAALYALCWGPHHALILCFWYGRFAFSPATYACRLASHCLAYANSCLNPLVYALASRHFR
# PHOSPHO1 inh: PubChem AID 1565. Phosphoethanolamine/phosphocholine phosphatase (Homo sapiens), Q8TCT1. recombinant PHOSPHO1, absorbance phosphatase assay. inhibition, % at 13.3 µM. actives 1.1% (n = 290,000); in the data active = inhibition above about 60%
# GPR7 antagonist: GPR7 receptor antagonists, primary screen, cell-based, fluorescence, single concentration | GPR7-expressing cells, fluorescence antagonist assay | actives 1.1% (n = 290,000) | Neuropeptides B/W receptor type 1 (Homo sapiens), P48145 | inhibition, % at 4.4 µM; in the data active = inhibition above about 16%, passing the limit was not always enough;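 note: cells stimulated with the agonist NPW; 0% = agonist with vehicle and 100% = vehicle without agonist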
# MEKK2wt PB1 HTS: modulators of MEK5 binding to wildtype MEKK2, primary screen, biochemical, multiplex bead flow cytometry, Alexa488-MEK5; Mitogen-activated protein kinase kinase kinase 2 (Homo sapiens), Q9Y2U5; Alexa488-MEK5 binding to MEKK2 WT; actives lie on both sides; binding response (% of control), % at 10 µM; actives 1.1% (n = 290,000); in the data active = binding response below about 67% or above about 130%
# V1aR counter: agonists of human V1a receptor, primary screen, counter-screen for OXTR agonist project, fluorescence, CHO-V1R cells | activation, % at 3 µM | AID 2797, 2010 | Fluo-8 calcium fluorescence, agonist mode; 0% DMSO, 100% 3 nM vasopressin | Vasopressin V1a receptor (Homo sapiens), P37288 | actives 0.25% (n = 320,000);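 active = activation above the mean activation of all tested compounds plus 3 SD, per screening run, cut at about 20% in these data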;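 note: signal is peak over basal fluorescence ratio across a 100 second FLIPR read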
# The depositor's hits bear a star; · = no result given; [ ] = another dose, or the depositor's remark.
SMILES,NALP1 inh,OXTR ag,MEKK3 PB1 HTS,MEKK2mut PB1 HTS,GalR3 antagonist,PHOSPHO1 inh,GPR7 antagonist,MEKK2wt PB1 HTS,V1aR counter
CC(=C/c1ccc(C(C)C)cc1)/C=N/NC(=O)c1ccncc1,18,1.8,112,-1,-4,-7,-7,105,2.5
CSc1ccc(CN(C)C(=O)CSCC(=O)Nc2cc(C)on2)cc1,-4,-0.8,98,6,-5,-14,-1,106,0.0
Cc1cc(Cl)c2oc(C(=O)N(C)CC3CCOCC3)c(C)c2c1,-9,-0.9,31*[inhibitor],-39,-6,28,-12,43*[inhibitor],-0.6
COc1ccc(S(=O)(=O)N(CC(=O)NCc2ccncc2)c2ccc(C)cc2)cc1OC,5,0.8,101,1,-9,14,0,100,1.2
CC1(C)NC(=O)N(CCCCOc2ccc(Br)cc2Cl)C1=O,-7,5.1,102,0,-5,-14,0,101,5.0
O=C(c1cccc(S(=O)(=O)N2CCCC2)c1)c1cccc(S(=O)(=O)N2CCCC2)c1,4,5.5,107,10,-5,3,-15,109,7.1
O=S(=O)(NCc1cccnc1)c1ccc(Cl)s1,8,0.5,104,-2,·,-17,0,98,-0.1
CCCOc1ccc(C(=O)c2nc3c(n2O)CCCCC3)cc1,46,1.1,100,1,-3,5,15,98,2.1
CCN(CC)S(=O)(=O)c1ccc(-c2nnc(SCC(=O)Nc3ccc4c(c3)OCO4)o2)cc1,14,3.1,97,-3,-3,6,-13,94,2.1
CCOC(=O)c1csc(NC(=O)CSc2nnnn2-c2ccc(OC)cc2)n1,-7,16,105,4,5,9,0,103,11
O=C(NCn1ccc(=O)[nH]c1=S)c1ccccc1,-17,-0.4,106,8,4,39,3,108,0.6
O=C(NC(=S)Nc1ccc2oc(=O)ccc2c1)c1cc2ccccc2o1,·,0.3,105,1,-1,23,-1,102,0.2
COc1ccc(NC(=O)C23CC4CC(C2)CC(n2cnc(Br)n2)(C4)C3)c(OC)c1,-15,0.3,100,2,-1,14,-19,101,1.3
Cc1ccc(NC(=O)CCSc2ccccn2)cc1,39,-1.1,101,-2,0,12,-6,104,0.4
CN(C)c1nc(-c2ccccc2)c2cnn(Cc3ccccc3)c2n1,9,0.0,102,-1,-4,-3,-4,98,0.6
CC(=O)N/N=c1\sc2ccccc2n1C,-12,0.3,104,5,-4,49,-22,105,-0.2
Fc1ccccc1N1CCN(c2nc3ccccc3n3nnnc23)CC1,32,0.0,106,8,4,-17,-5,99,0.1
CCOc1ccccc1Nc1ncccc1C(=O)N1CCCC1,21,-1.9,88,-3,1,-6,-13,83,-1.4
COc1cccc(C(C(=O)NC2CCCC2)N(Cc2cccnc2)C(=O)Cc2cccs2)c1 (configuration not stated),17,-1.5,106,-1,-12,6,6,104,4.3
CCOC(=O)C1(Cc2ccccc2)CCCN(Cc2ccccn2)C1 (configuration not stated),18,-0.6,94,-10,-4,-13,-8,86,0.7
Cc1ccccc1C(=O)NC(=S)Nc1ccc(N2CCOCC2)cc1,5,1.3,100,-2,-4,-94,-3,96,0.2
Cc1ccc(C(=O)OCC(=O)Nc2ccc(S(N)(=O)=O)cc2)c(O)c1,-20,0.7,99,0,-5,7,4,100,0.5
Cc1cccc(CN2CCN(c3ccccn3)CC2)c1,·,0.2,100,1,-4,·,2,97,-0.6
O=C(COc1cccnc1[N+](=O)[O-])NCCc1ccc(Cl)cc1Cl,-1,0.6,96,-8,-4,-47,9,90,-0.7
COc1ccc2[nH]cc(CCNC(=O)c3ccc([N+](=O)[O-])cc3)c2c1,3,-0.3,106,3,-5,-6,0,104,-0.2
Cc1ccc(S(=O)(=O)/N=C(\Nc2cccc(C)c2)Nc2nc(C)cc(C)n2)cc1,28,-1.0,93,-1,1,5,-8,94,-0.8
COC(=O)[C@H](Cc1ccccc1)NC(=O)N1CCCCC1C (some centres not stated),-1,-1.9,107,6,-5,-3,6,109,-1.1
CCc1ccccc1NC(=O)c1ccc(NS(C)(=O)=O)cc1,7,-0.2,100,1,3,30,-13,100,0.6
CCN(CC)S(=O)(=O)c1ccc(NS(=O)(=O)c2cccc(C)c2)cc1,1,-0.2,100,-1,-6,-32,7,98,0.3
Cc1cc(C(=O)N2CCCC(N3CCN(c4cccc(Cl)c4)CC3)C2)n(C)n1 (configuration not stated),14,·,101,-3,1,31,-3,98,·
COc1ccc(OC)c(NC(=O)CSc2nc3ccccc3cc2Cc2ccccc2)c1,9,-0.7,111,3,-5,50,-1,106,1.1
O=C(NN=C1CCCCCCC1)C(=O)NC1CCCCC1,2,-0.7,103,-1,-3,16,-7,102,-0.3
Cc1ccc(S(=O)(=O)NCCc2nnc3ccc(SCC(=O)Nc4nc5ccccc5s4)nn23)cc1,27,0.2,89,-3,·,-16,0,90,1.0
O=C(Nc1ccc2c(c1)OCCO2)c1cccc(S(=O)(=O)N2CCCCC2)c1,9,-2.1,97,3,-3,9,0,94,-1.1
C=CCOC(=O)/C(=C/c1ccco1)NC(=O)/C=C/c1ccccc1,-15,-1.0,103,4,-6,18,-5,103,-0.6
O=C(Nc1ccccc1)c1c(F)cccc1F,41,0.6,111,8,-7,10,12,115,0.1
Cc1cc(=O)oc2ccc(OCC(=O)O)cc12,-4,0.1,102,0,-4,49,1,102,1.2
CC(C)(C)n1nc(C2CC2)cc1NC(=O)Nc1ccc(Cl)cc1,26,0.6,103,-3,-9,38,5,93,1.5
CC(=O)c1c(C)[nH]c(C(=O)OCc2ccc([N+](=O)[O-])cc2)c1C,-8,6.5,101,0,-9,6,-10,96,7.8
O=C(CCCCCN1C(=O)c2cccc3cccc(c23)C1=O)NCCO,-2,-0.8,100,2,-8,2,-9,98,-0.4
CCc1noc(C)c1C(=O)Nc1ccccc1C(C)(C)C,-27,-0.3,104,6,-4,21,1,101,-1.2
O=C(CCCOc1ccc(Cl)cc1Cl)N/N=C/c1cccc([N+](=O)[O-])c1,23,0.9,105,3,-9,-9,4,103,-0.1
Cc1ccc(S(=O)(=O)N/N=C(\c2ccccc2)c2cccnc2)cc1,26,-1.4,76,-21,-1,22,-7,74,-1.1
CC(=O)c1ccc2c(c1)OCCOCCOCCOCCOCCO2,0,0.0,98,-4,-2,6,-13,98,-0.6
Cn1cnc2c1c(=O)[nH]c(=O)n2Cc1ccccc1,4,0.6,109,4,-6,29,-1,109,0.7
O=C(Nc1ccccc1)C1CC(=O)N(c2ccc3c4c(cccc24)CC3)C1 (configuration not stated),22,2.2,99,-2,-1,14,6,95,-0.4
Cn1ncc(Cl)c1C(=O)Nc1ccc2c(c1)CCC2,26,-1.8,98,3,-2,·,-8,104,-0.1
COc1nc(-c2ccccc2)cc(C(F)(F)F)n1,4,0.1,101,6,4,26,-4,101,1.0
CCN(CC)C(=O)CSc1nnc(-c2cnccn2)n1-c1ccc(C)cc1,-9,-0.1,102,-3,-4,18,-1,101,0.1
COc1ccc(-c2cc(C)no2)cc1S(=O)(=O)N1CCN(c2ccc([N+](=O)[O-])cc2)CC1,18,0.1,104,3,-7,18,-1,106,0.8
CCC(C)n1c(=O)c2sccc2n2c(CCCC(=O)N3CCC(C(N)=O)CC3)nnc12 (configuration not stated),14,-0.6,102,5,-7,5,-4,104,0.8
O=C(C1CCN(c2nnc(-n3cccc3)s2)CC1)N1CCN(c2cccc(C(F)(F)F)c2)CC1,-2,5.1,87,-4,-5,9,-10,86,6.3
CC1CCc2c(sc3nc(CN4CCOCC4)nc(Sc4ccccc4)c23)C1 (configuration not stated),18,-1.5,90,-4,-8,3,-3,93,-0.2
CCCCN(C)CC(O)Cn1cc(/C=C/C(=O)c2ccc(OCC)cc2)c2ccccc21 (configuration not stated),9,6.6,108,62*,·,33,32*,200*,1.0
O=c1cc(-c2ccccc2)nc(N2CCN(Cc3ccc4c(c3)OCO4)CC2)[nH]1,8,0.7,112,15,-1,-2,-9,112,-0.8
CN(c1ccc(Cl)cc1)S(=O)(=O)c1nnc(NC(=O)C(C)(C)C)s1,6,·,103,2,-11,31,-9,104,·
CC(C)CCNC(=O)C1CCCN1C(=O)NC1CCCCC1 (configuration not stated),13,0.2,94,7,0,0,-10,96,-0.4
Cc1ccc(NC(=O)CN(C)S(=O)(=O)c2cnc[nH]2)c(C)c1,14,-0.3,100,0,0,27,-5,98,0.3
OCC1(CCOc2ccccc2)CCN(CC2=Cc3cc(Cl)ccc3OC2)CC1,16,8.9,109,7,-1,5,10,153*,3.8
COC(=O)Cn1c(=O)c2c(nc3n2CC(C)CN3c2ccc(C)c(C)c2)n(C)c1=O (configuration not stated),1,-1.9,110,8,1,4,·,106,-1.0
# Further structures.
SMILES,NALP1 inh,OXTR ag,MEKK3 PB1 HTS,MEKK2mut PB1 HTS,GalR3 antagonist,PHOSPHO1 inh,GPR7 antagonist,MEKK2wt PB1 HTS,V1aR counter
CC1CCN(C2CC(=O)N(c3ccccc3)C2=O)CC1 (configuration not stated),2,-0.8,100,-9,-7,33,-7,90,1.0
CCOC(=O)CN1C(=O)N[C@@H](CCc2ccccc2)[C@H](C(C)=O)[C@H]1C,·,2.1,102,-2,-4,·,·,103,0.1
O=C(NCc1ccccc1)C1=C[C@@H](c2coc3ccccc3c2=O)C[C@@H](OCCCCO)O1,6,-0.5,100,3,-3,24,-14,101,0.3
O=C(C1=NN(c2ccccc2)C(=O)CC1)N1CCc2ccccc2C1,3,0.3,102,1,-2,24,-2,101,0.9
CCCCN(C(=O)CSc1cc(C)c2ccc(OC)cc2n1)c1c(N)n(Cc2ccccc2)c(=O)[nH]c1=O,32,0.1,101,-3,-6,-40,-3,98,-0.3
Nc1cccc(NC(=O)c2ccco2)c1,-24,0.2,101,2,-8,·,-9,98,0.9
C=CCc1cccc(/C=N/NC(=O)C(C)Nc2cccc(C)c2)c1O (configuration not stated),13,-0.7,71,-12,-7,20,-14,88,-0.7
O=C(CN1C(=O)CC(c2ccccc2)S(=O)(=O)c2ccccc21)NC1CCCC1 (configuration not stated),8,-0.5,102,-8,0,-20,2,88,1.7
Cn1nc(-c2ccc(OCC(N)=O)cc2)c2ccccc2c1=O,14,0.2,98,2,-1,-5,0,97,-0.1
Cc1ccc(C(=O)Nc2ccc(C(=O)O)cc2)cc1S(=O)(=O)Nc1cccc([N+](=O)[O-])c1,6,-0.3,98,-13,0,9,0,89,-0.6
CCOc1ccccc1NC(=O)NC1(C(=O)N2CCOCC2)CCCCC1,0,0.4,97,-2,-4,-2,0,93,2.0

# Results in OXTR ag, MEKK3 PB1 HTS and MEKK2mut PB1 HTS, for some of the entries so far:
Structure	OXTR ag	MEKK3 PB1 HTS	MEKK2mut PB1 HTS
COc1cccc(C(C(=O)NC2CCCC2)N(Cc2cccnc2)C(=O)Cc2cccs2)c1 (configuration not stated)	-1.5	106	-1
Cc1cccc(CN2CCN(c3ccccn3)CC2)c1	0.2	100	1
O=C(c1cccc(S(=O)(=O)N2CCCC2)c1)c1cccc(S(=O)(=O)N2CCCC2)c1	5.5	107	10
Cc1ccc(S(=O)(=O)/N=C(\Nc2cccc(C)c2)Nc2nc(C)cc(C)n2)cc1	-1.0	93	-1
